USP2a inh: inhibitors of human ubiquitin-specific protease USP2a. Potency, µM (doses to about 38.3 µM), for inactives: at the top dose activity change, negative = inhibition, most hits filed as inhibitors. AID 927. hit rate 0.1% among 60,000. USP2a enzymatic assay, qHTS inhibition. O75604;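 also: potency is read from the fitted curve at half-maximal effect; nearly all actives have a fitted effect of over 60% in size; plate controls were DMSO for no effect and NEM full inhibition control for full effect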
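Inhibition is measured in a cell-free coupled assay with 20 nM USP2 core, 20 nM Ub-PLA2 and 20 uM NBD C6-HPC, 2.5 h incubation. Activity normalized to NEM control.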
ERK AVP block: vasopressin-driven ERK pathway inhibition; Potency, µM (titrated, usually from 57.5 µM), for the others: top-dose activity, negative = inhibition, usual class: inhibitors; hit rate 0.99% among 72,000; AID 995; HEK293-V1b, vasopressin-stimulated pERK AlphaScreen; also: potency is read from the fitted curve at half-maximal effect; % is scaled to controls: 0 for no effect and ±100 for the full control effect; nearly all actives have a fitted effect of over 55% in size
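Phosphorylated ERK1/2 detected via AlphaScreen bead proximity in lysates of V1b-expressing HEK293 cells given 25 nM vasopressin for 5 min after 30 min compound exposure (37 °C). AC50 from Hill equation; basal DMSO 0%, vasopressin 100%.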
HADH2 inhib: inhibitors of human HADH2 dehydrogenase; AID 886; recombinant HADH2, NADH fluorescence, beta-hydroxybutyryl-CoA; hit rate 3.4% among 73,000; Potency, µM (titrated, usually from 57.1 µM), inactives show at the highest dose activity change, negative = inhibition, most hits filed as inhibitors; Q99714; also: potency is read from the fitted curve at half-maximal effect; % is scaled to controls: 0 for no effect and ±100 for the full control effect; nearly all actives have a fitted effect of over 60% in size; many of its hits are not listed in these tables
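Activity measured as NADH fluorescence gain (360/450 nm), taken as the change between first and last reads of a 4-min kinetic run. Conditions: pH 9.0 Tris buffer, 20 nM E. coli-expressed His-tagged enzyme, 1 mM NAD+, 90 uM beta-hydroxybutyryl-CoA; 15-min compound preincubation.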
Tau fil binding: binders of human tau filaments. P10636. recombinant tau filaments, thioflavin S fluorescence, 15 h; filaments grown with octadecylsulfate alongside compound. Potency, µM (series often up to 57.1 µM), for the others: at the top dose activity change, negative = inhibition. hit rate 2% among 71,000. AID 596;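 also: potency is read from the fitted curve at half-maximal effect; % is scaled to controls: 0 for no effect and ±100 for the full control effect; actives lower thioflavin S fluorescence by blocking filaments or displacing dye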
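Assay mix: 1 uM His-tagged tau, 30 uM sodium octadecylsulfate, thioflavine S dye in HEPES/NaCl/DTT buffer. Compound is added prior to the inducer. Fluorescence after 15 h at 37 C.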
FLuc inh: firefly luciferase inhibition | purified firefly luciferase, luminescence, 8 min | Potency, µM (top dose mostly 57.1 µM), inactives show top-dose activity change, negative = inhibition, most hits filed as inhibitors | P08659 | AID 411 | hit rate 2.2% among 72,000; also: potency is read from the fitted curve at half-maximal effect; % is scaled to controls: 0 for no effect and ±100 for the full control effect; nearly all actives have a fitted effect of over 40% in size
Target sequence (P08659 whole entry, looked up): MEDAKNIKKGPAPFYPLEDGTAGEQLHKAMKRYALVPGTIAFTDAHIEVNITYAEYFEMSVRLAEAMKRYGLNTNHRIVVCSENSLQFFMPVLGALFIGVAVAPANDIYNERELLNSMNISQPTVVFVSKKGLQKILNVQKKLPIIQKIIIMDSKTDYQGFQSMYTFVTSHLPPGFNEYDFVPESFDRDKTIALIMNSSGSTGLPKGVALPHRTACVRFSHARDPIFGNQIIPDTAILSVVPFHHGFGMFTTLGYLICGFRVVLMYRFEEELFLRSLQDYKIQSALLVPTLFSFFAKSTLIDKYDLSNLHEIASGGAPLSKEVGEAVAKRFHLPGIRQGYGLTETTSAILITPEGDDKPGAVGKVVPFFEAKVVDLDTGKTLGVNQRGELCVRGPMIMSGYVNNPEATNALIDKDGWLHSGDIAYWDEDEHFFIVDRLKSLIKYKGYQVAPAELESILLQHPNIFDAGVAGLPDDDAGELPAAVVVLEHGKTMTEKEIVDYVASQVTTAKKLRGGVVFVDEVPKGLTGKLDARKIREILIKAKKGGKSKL
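Inhibition of light generation by firefly luciferase from ATP and luciferin was profiled with concentration-response curves per sample, ATP held at 10 uM within the enzyme's linear range. Plates were read by luminescence after an 8-minute ambient incubation.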
Caspase-1 inhib: blocks human caspase-1 allosterically or competitively. P29466. Caspase-1 enzyme, Ac-WEHD-AFC fluorogenic rate. Potency, µM (series often up to 57.5 µM), for inactives: at the highest dose activity change, negative = inhibition, most hits filed as inhibitors. hit rate 0.03% among 75,000. AID 900;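 also: potency is read from the fitted curve at half-maximal effect; plate controls were vehicle for no effect and no substrate for full effect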
Texas Red fluor: compound fluoresces in the Texas Red spectral region; max dye-equivalent concentration, M; AID 587; Compound fluorescence, Texas Red channel, 547/618 nm; stronger effect = higher value; hit rate 0.06% among 59,000; in the data active = max dye-equivalent concentration above about 10 nM; inconclusive = between about 1.1 nM and that limit
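Compound titrations in 100 mM Tris pH 8.0 were incubated 15 min at room temperature and read at 547 nm excitation / 618 nm emission. Texas Red six-point standard curve on each plate converted fluorescence to dye-equivalent concentration.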
Rhodamine fluor: rhodamine region autofluorescence | hit rate 0.05% among 59,000 | Rhodamine-region fluorescence, 547/598 nm, Tris buffer; stronger effect = higher value | max dye-equivalent concentration, M; in the data active = max dye-equivalent concentration above about 11 nM; inconclusive = between about 1.1 nM and that limit
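Intensities are converted to rhodamine-equivalent concentration using a six-point rhodamine standard on each plate. Compounds sit 15 min at room temperature in 100 mM Tris buffer, pH 8.0; read uses the 547/598 nm excitation/emission pair.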
Casp7 inh: allosteric or competitive inhibitors of human caspase-7; P55210; recombinant caspase-7, Ac-DEVD-AFC fluorescence rate; Potency, µM (doses to about 57.5 µM), inactives show at the top dose activity change, negative = inhibition, actives largely listed as inhibitors; hit rate 0.02% among 75,000; active = well fitted inhibition curve with a large enough effect in the main read-out, with a control signal flat, not every such curve was filed as active; inconclusive = small, poorly fitted or top-dose-only effect, or a change in a side signal; also: potency is read from the fitted curve at half-maximal effect; % of control where 0% means no effect
Target sequence (P55210 24-198 limits assumed): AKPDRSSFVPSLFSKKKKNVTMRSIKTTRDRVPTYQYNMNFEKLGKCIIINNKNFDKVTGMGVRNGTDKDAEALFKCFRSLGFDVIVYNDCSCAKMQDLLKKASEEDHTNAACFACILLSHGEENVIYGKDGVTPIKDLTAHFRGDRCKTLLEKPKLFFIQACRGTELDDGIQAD
Target sequence (P55210 207-303 limits assumed): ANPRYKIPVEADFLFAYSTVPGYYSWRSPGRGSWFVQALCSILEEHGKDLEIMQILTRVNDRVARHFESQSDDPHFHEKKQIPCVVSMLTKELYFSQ
HEK293 cAMP cs: counter-screen for TSHR agonists: cAMP increase in parental HEK293; Potency, µM (titrated, usually from 57.1 µM), for inactives: top-dose activation, most hits filed as activators; parental HEK293 CNG cAMP sensor, membrane potential fluorescence; AID 938; hit rate 2.5% among 73,000; also: potency is read from the fitted curve at half-maximal effect; % of control where 0% means no effect; nearly all actives have a fitted effect of over 55% in size
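Counterscreen for endogenous-receptor signalling: CNG-channel HEK 293 cells report cAMP rise by membrane depolarization. After 60 min dye equilibration with 100 uM RO 20-1724, compounds incubated 30 min before bottom-read fluorescence at 590 nm.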
Fluorescein autfl: fluorescein region autofluorescence | Compound autofluorescence, 480/540 nm, fluorescein-equivalent; stronger effect = higher value | max fluorescein-equivalent concentration, M | hit rate 0.91% among 59,000 | AID 593; in the data active = max fluorescein-equivalent concentration above about 10 nM; inconclusive = between about 1.1 nM and that limit
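Read-out is intrinsic compound fluorescence at 480/540 nm (excitation/emission), expressed as dye-equivalent concentration using a fluorescein standard series run on every plate. Compounds sat 15 min at room temperature in 100 mM Tris, pH 8.0.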
An asterisk follows results filed as active; i = inactive; u = inconclusive; x = no result given; [ ] = remark or other dose. Unless noted, calls follow the shape of the dose curve; as a rule, active = well fitted curve in the direction sought with a large enough effect; inconclusive = small, poorly fitted or top-dose-only effect, or another doubt; inactive = no such curve, though single readings can be large; an effect the other way counts as inactive or inconclusive. Some of the compounds tested. The share of hits here may be higher or lower than overall.

SMILES | USP2a inh | ERK AVP block | HADH2 inhib | Tau fil binding | FLuc inh | Caspase-1 inhib | Texas Red fluor | Rhodamine fluor | Casp7 inh | HEK293 cAMP cs | Fluorescein autfl
CCCc1[nH]n(-c2nc3ccccc3s2)c(=O)c1C=NCC1CCCO1 (configuration not stated) | 122%[activator] | -13% | -2% | 21% | -4% | 4% | i | i | -2% | 3% | i
Cc1cc(C(=O)CN2C(=O)CCC2=O)c(C)n1Cc1ccccc1 | 8% | -4% | 9% | 1% | -3% | 0% | i | i | -3% | u | u
C=CC[C@@H]1C=C[C@@H](O/N=C2/[C@H]3O[C@@H]3[C@@H](O)[C@H]3[C@H]2CCn2c(=O)n(-c4ccccc4)c(=O)n23)[C@@H](CO)O1 | x | 6%[11.5 µM] | -9%[11.4 µM] | x | 1%[11.4 µM] | 0%[11.5 µM] | x | x | -9%[11.5 µM] | -3%[11.4 µM] | x
O=C(O)C1CCCN1C(=O)Oc1ccccc1 (configuration not stated) | x | 20% | -3% | -8% | -1% | -2% | i | i | 2% | 2% | i
O=C(CC1(O)C(=O)N(Cc2ccc3c(c2)OCO3)c2ccccc21)c1ccccc1 (configuration not stated) | 21% | 11% | 3% | -1% | -1% | 0% | u | i | -1% | -1% | i
CC(C)(C)C(=O)Nc1c2c(nc3c1CCC3)CCCC2 | -10% | -2% | -8% | u | 1% | -1% | i | i | -2% | 6% | u
O=C1CN(S(=O)(=O)c2ccc(F)cc2)CC(=O)N1CCc1ccccc1 | 10% | 16% | 4% | -16% | -1% | -3% | i | i | -1% | 5% | i
CCOCCCNS(=O)(=O)c1ccc2c(c1)OCCO2 | -4% | 10% | 0% | 7% | 1% | 2% | i | i | -1% | 1% | i
COc1ccccc1Cc1noc(-c2cc(Cl)ccc2OC)n1 | -15% | -8% | -7% | -6% | 1% | 0% | i | i | 0% | 4% | u
CCOC(=O)c1cccc(NC(=O)CN2CCN(c3ccc(OC)cc3)CC2)c1 | 7% | -19% | -10% | -11% | 1% | -2% | i | i | 0% | 4% | u
COc1ccc(C2NCCc3cc(OC)c(OC)cc32)cc1OC (configuration not stated) | -1% | 2% | 3% | 3% | 3% | -1% | i | i | -3% | 16% | i
Cc1noc(C)c1C(=O)N1CCC[C@@]2(CCN(c3ccccc3)C2)C1 | 91%[activator] | -1% | 0% | 32% | 0%[11.4 µM] | -9% | i | i | -14% | 11% | i
COc1cc2nc(N3CCNCC3)nc(N)c2cc1OC | 1% | -2% | 1% | 4% | -1% | -2% | u | i | 1% | -1% | i
Cc1ccc(S(=O)(=O)NC2=NCN(C3CCCCC3)CN2)cc1 | 0% | 6% | -1% | 5% | 3% | 1% | i | i | -6% | 6% | i
CCCn1c(=O)c2ccccc2n2c(SCC(=O)c3ccc(F)cc3)nnc12 | -8% | 15% | -16% | -4% | 2% | 2% | i | i | 0% | 18% | u
CCOC(=O)CC(=O)Nc1ccc(Br)cc1C(=O)O | 0% | -3% | 28% | 5% | 4% | 1% | x | x | 0% | 21% | x
COc1ccc(N2C(=O)C3CCCN3C2c2ccccc2OC)cc1 (configuration not stated) | x | -13% | 3% | 1% | -2% | -1% | x | x | -1% | -4% | x
CC(=O)NC1(c2nnnn2CCOC(=O)Nc2ccc(Cl)cc2)CCCCC1 | -4% | -14% | 4% | -16% | 1% | 0% | i | i | -8% | 0% | i
COc1cccc(C2C3=C(N=C4SCC(=O)N42)c2ccccc2CC3)c1OC (configuration not stated) | 42%[activator] | -24% | -25% | -20% | -2% | -4% | x | x | -8% | 15% | x
Cc1ccc(-n2[nH]c(C)c(/C=N/n3c(C)nc4ccccc4c3=O)c2=O)cc1 | 9% | 6% | 14% | -9% | 1% | -1% | i | i | 0% | 7% | i
CC(C)CNC(=O)C1C2C=CC(C2)C1C(=O)O (configuration not stated) | -6% | -20% | 2% | -10% | -1% | 2% | i | i | 3% | 2% | i
CN(C)CCCNC(=O)C1CCNCC1 | 5% | -8% | -1% | 26% | -1% | 0% | x | x | -1% | -3% | x
O=C(CSc1nnc2c(Cl)cc(Cl)cn12)N1CCN(S(=O)(=O)c2ccccc2)CC1 | 20% | -4% | 12% | 8% | 3% | -1% | i | i | 0% | -4% | i
Cn1c(-c2ccc(Cl)cc2)cnc1N | 35%[activator] | 38%[activator] | 16% | -22% | 7% | -2% | i | i | 1% | 8% | u
Cc1ccc(S(=O)(=O)N2CCC(C(=O)OC(C)C(=O)NCc3ccc4c(c3)OCO4)CC2)cc1 (configuration not stated) | 18% | 21% | 26% | -3% | 3% | -1% | i | i | -1% | 11% | i
CCCCCCC(=O)O | x | 24% | -1% | 0% | x | -3% | x | x | 1% | 16% | x
COc1nc2cc(C)ccc2cc1-c1noc(-c2cccnc2)n1 | 10% | -10% | -3% | -13% | 5% | -10% | i | i | 1% | 10% | i
Cc1ccc(NCc2nnc(SCc3ccc(C#N)cc3)n2Cc2ccco2)c(C)c1 | 6% | -28% | 12% | -8% | 1% | -2% | i | i | -3% | u | i
COc1ccc(Oc2ncc3nc(C)c(=O)n(Cc4cccs4)c3n2)cc1 | 144%[activator] | -4% | -7% | -24% | -1%[11.4 µM] | -6% | i | i | -4% | u | i
Cc1cc(C)nc(N(C#N)Cc2ccccc2)n1 | 3% | 10% | 10% | 8% | 3% | 0% | i | i | 1% | 4% | i
COCCNC(=O)C(c1ccc(C)o1)N(C(=O)c1snc(C(N)=O)c1N)c1ccc(C)cc1 (configuration not stated) | 24% | -7% | -10% | -12% | -4% | -7% | i | i | -1% | 9% | u
CC(=O)c1sc(NC(=O)C2(F)C(F)(F)C(F)(F)C(F)(F)C(F)(F)C2(F)F)nc1C | 12% | 1% | -27% | -25% | 0% | -1% | u | i | 2% | 13µM* | u
CSCCC(NC(=O)c1occc1C)C(=O)O (configuration not stated) | -1% | 11% | 2% | 19% | 2% | -3% | i | i | 4% | 7% | i
Cc1ccc2[nH]c(=O)c3cc(C(=O)N4CCN(C(=O)c5ccco5)CC4)sc3c2c1 | x | -22% | -18% | 352% | -2% | -6% | x | x | 0% | 15% | x
O=S(=O)(c1ccccc1)N1CCC[C@@]2(CCN(c3ccccc3)C2)C1 | 73%[activator] | -13% | 4% | -3% | 0%[11.4 µM] | -5% | i | i | -6% | u | i
C[C@@H](N1CCOCC1)[C@@](O)(c1ccccc1)c1ccccn1 | x | 10%[11.5 µM] | 0%[11.4 µM] | -12%[11.4 µM] | 4%[11.4 µM] | -2%[11.5 µM] | i | i | -3%[11.5 µM] | 2%[11.4 µM] | u
COCCN(C(=O)Cc1cccs1)c1nnc(-c2cccnc2)s1 | -11% | 9% | -1% | -10% | -1% | 2% | i | i | -1% | -3% | u
O=C(O)CCCC(=O)N1CCN(c2cccc(Cl)c2)CC1 | 3%[7.66 µM] | -10% | -5%[11.4 µM] | -7%[11.4 µM] | 0% | -5% | x | x | 0% | 11%[11.4 µM] | x
OCCNc1nc(Nc2ccccc2)nc(Nc2ccccc2)n1 | 8%[7.66 µM] | -5% | -1%[11.4 µM] | -6%[11.4 µM] | -6% | 0% | x | x | 0% | -13%[11.4 µM] | x
COc1ccc2c(c1)CCC(C)N2S(=O)(=O)c1ccc(C2CNC(=O)C2)cc1 (configuration not stated) | 11% | -13% | -1% | -1% | 1% | 0% | u | i | 0% | 8% | i
Cc1ccc(NC(=O)CN2CC(C)SC2=NC2CCCCC2)cc1 (configuration not stated) | 14% | -13% | 1% | 13µM* | 0% | 1% | i | i | 0% | 15% | u
CN(C)CCNC(=O)c1c(O)c2c([nH]c1=O)CCCC2 | 2% | -6% | 0% | 6% | 2% | -3% | u | i | 0% | 12% | i
COCCOc1nc2c(c(=O)n(C)c(=O)n2C)n1CCc1ccccc1 | 2% | -28% | 12% | 12% | -1% | 0% | i | i | 0% | u | i
COc1cc2cc(C(c3nnnn3Cc3ccc(F)cc3)N3CCCCCC3)c(=O)[nH]c2cc1OC (configuration not stated) | 21% | 0% | 31%[activator] | 12% | 1% | u | u | i | -15% | u | i
CCCn1nc(-c2nnc(-c3ccc(C)c(C)c3)o2)c2ccccc2c1=O | 3% | -2% | 0% | -26% | 0% | -1% | i | i | -2% | 18% | u
O=c1cc(-c2ccccc2O)oc2c1ccc1ccccc12 | x | 7% | 6% | 10% | 2%[11.4 µM] | 0% | i | i | 0% | u | i
COC(=O)CCCCC(=O)C1C(=O)CC(C)(C)C(C(=O)OC)C1=O (configuration not stated) | -1% | -6% | 5% | -1% | 1% | -1% | x | x | 1% | 4% | x
